Compound activity deposited in PubChem by several laboratories.
TLR9-MyD88 block = TLR9-MyD88 interaction inhibition; inhibition, % at 4.98 µM; CHO BLA complementation TLR9-MyD88, CCF4 FRET ratio; AID 504734; Q9NR96+Q99836; 0.21% of 340,000 active;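 active = inhibition above the mean over all tested compounds plus 3 SD, cut at about 21% in these data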;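 also: 0% = DMSO only wells and 100% = clavulanate BLA inhibitor control wells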
SRC2 inh = inhibits human steroid receptor coactivator 2 | Q15596 | HEK293 GAL4-SRC2 luciferase reporter, luminescence | inhibition, % at 9 µM | 0.17% of 370,000 active;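 active = inhibition above the mean inhibition of all tested compounds plus 3 SD, set per campaign, cut at about 52% in these data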;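 also: 0% = DMSO treated cells and 100% = cells given Gossypol at 36 µM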
Target sequence (Q15596 whole entry, looked up, the tested form may be a part): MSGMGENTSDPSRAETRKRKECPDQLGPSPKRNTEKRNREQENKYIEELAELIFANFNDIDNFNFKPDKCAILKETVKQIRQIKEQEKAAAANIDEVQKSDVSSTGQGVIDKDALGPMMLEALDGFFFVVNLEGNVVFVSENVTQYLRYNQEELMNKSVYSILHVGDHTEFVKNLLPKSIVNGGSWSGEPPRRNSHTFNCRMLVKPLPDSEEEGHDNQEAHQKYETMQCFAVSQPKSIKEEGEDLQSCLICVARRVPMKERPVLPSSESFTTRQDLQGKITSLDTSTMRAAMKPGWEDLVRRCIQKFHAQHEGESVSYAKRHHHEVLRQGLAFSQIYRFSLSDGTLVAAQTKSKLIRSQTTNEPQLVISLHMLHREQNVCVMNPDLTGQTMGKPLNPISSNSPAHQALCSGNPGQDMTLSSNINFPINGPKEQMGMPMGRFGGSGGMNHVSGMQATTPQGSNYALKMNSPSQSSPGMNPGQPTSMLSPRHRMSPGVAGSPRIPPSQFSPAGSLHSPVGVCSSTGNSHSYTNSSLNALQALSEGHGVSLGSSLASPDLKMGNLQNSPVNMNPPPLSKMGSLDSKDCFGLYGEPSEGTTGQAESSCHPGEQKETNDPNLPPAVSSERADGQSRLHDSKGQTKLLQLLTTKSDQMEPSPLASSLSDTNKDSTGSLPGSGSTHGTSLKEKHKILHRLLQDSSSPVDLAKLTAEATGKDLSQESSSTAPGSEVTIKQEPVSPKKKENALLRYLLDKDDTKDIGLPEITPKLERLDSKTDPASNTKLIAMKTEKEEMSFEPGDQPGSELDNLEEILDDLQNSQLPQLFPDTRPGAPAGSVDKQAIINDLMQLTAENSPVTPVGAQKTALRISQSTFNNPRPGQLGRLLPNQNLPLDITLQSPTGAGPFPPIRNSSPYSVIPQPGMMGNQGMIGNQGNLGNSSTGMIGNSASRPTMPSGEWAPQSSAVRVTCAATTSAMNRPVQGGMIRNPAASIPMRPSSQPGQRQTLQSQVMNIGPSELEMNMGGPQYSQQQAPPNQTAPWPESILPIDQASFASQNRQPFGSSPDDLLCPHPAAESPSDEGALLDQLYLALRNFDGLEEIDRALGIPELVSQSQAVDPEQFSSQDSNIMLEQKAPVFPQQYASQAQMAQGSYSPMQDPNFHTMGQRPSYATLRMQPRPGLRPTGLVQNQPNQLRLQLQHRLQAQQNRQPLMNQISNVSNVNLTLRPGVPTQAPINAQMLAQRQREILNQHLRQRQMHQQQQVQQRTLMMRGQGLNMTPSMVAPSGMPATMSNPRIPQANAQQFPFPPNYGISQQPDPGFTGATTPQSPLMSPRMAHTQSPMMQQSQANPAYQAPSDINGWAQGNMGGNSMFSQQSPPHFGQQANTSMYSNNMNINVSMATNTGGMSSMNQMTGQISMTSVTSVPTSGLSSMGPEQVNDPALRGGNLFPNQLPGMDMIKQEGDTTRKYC
MC4R barr agon = activates human MC4R beta-arrestin recruitment. U2OS MC4R beta-arrestin complementation, luminescence; percent of melanotan II response, DMSO zero. activation, % at 8.9 µM. 0.98% of 360,000 active. AID 540308;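 active = activation above a per-plate cutoff, the mean activation of sample wells on that plate plus 3 SD, cut at about 8% in these data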
NOD2 RIPK2 PPI = inhibitors of human NOD2-RIPK2 interaction. inhibition, % at 4.98 µM. AID 624267. O43353. CHO BLA complementation NOD2-RIPK2, CCF4 ratio. 0.38% of 360,000 active; in the data active = inhibition above about 21%;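 also: 0% = vehicle only and 100% = reference blocker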
Cardio protect = modulators protecting cardiomyocytes from myocardial damage. H9c2 cardiomyocytes, H2O2 injury protection, ATPLite, 2 h. protection from H2O2 cell death, % at 20 µM. 0.63% of 360,000 active. AID 588492;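 active = compounds giving at least 50% protection of heart cells from peroxide-induced death in the single-dose screen, raw or plate-pattern-corrected value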;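 also: 0% = DMSO wells with peroxide and 100% = DMSO wells without peroxide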
m5-HT2A agonist = activates the mouse 5-HT2A serotonin receptor | P35363 | CHO-K1 mHTR2A beta-arrestin complementation, luminescence; percent of 30 µM serotonin response | activation, % at 7.6 µM | 0.66% of 360,000 active | AID 624169;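 active = activation above a run cutoff, the mean activation of all tested compounds plus 3 SD, cut at about 14% in these data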;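 also: 0% = plate median of compound wells and 100% = 30 µM serotonin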
MC4R antagonist = human MC4R antagonism in cAMP assay | MC4R-expressing cells, MTII-stimulated cAMP, LANCE TR-FRET | inhibition, % at 6.5 µM | 0.48% of 360,000 active | P32245;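 active = inhibition above its plate's cutoff, the mean of tested wells on that plate plus 3 SD, cut at about 29% in these data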;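 also: 0% = Melanotan II alone and 100% = Melanotan II plus saturating MCL0020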
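Assay system: U2OS-MC4R stable cell line; Also added: Melanotan II; Technique: Eu-cAMP/anti-cAMP TR-FRET, emission 671 nm; Times: 30-min compound, 1-h challenge, 1-h detection, room temperature.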
ABHD5-PLIN5 inh = blocks binding of human ABHD5 to perilipin-5; Q00G26+Q8WTS1; Split G. princeps luciferase complementation, luminescence, 4 h; inhibition, % at 4 µM; 0.78% of 360,000 active;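 active = inhibition above the mean inhibition across every tested compound plus 3 SD, cut at about 22% in these data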;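 also: 0% = DMSO only wells and the 100% control is not disclosed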
N-glyco inh = N-linked glycosylation inhibition. 0.23% of 360,000 active. D54 ERlucT glycosylation luciferase reporter, 24 h; percent of 100 nM tunicamycin response. reporter increase, % at 12.5 µM;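 active = mean luciferase reporter signal, scaled so untreated is 0 and the glycosylation-blocking control 100, at or above a set limit in every replicate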;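 also: luciferase carries N-glycosylation sites so blocking glycosylation raises the light; 0% = median of neutral control wells and 100% = median of 100 nM tunicamycin wells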
ABCB6 inh MLPCN = human ABCB6 transporter inhibition | K562-ABCB6 porphyrin accumulation, flow cytometry, 1 h; active compounds read low | AID 602162 | fluorescence ratio to DMSO, % at 10 µM | Q9NP58 | 0.19% of 360,000 active;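 active = fluorescence ratio to DMSO below 75%, the collection mean minus 3 SD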;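 also: signal is porphyrin accumulated inside mitochondria; 100% equals median channel fluorescence of DMSO control wells; lower ratio means ABCB6 inhibition with less porphyrin fluorescence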
Starred values were filed as active, the others as inactive; nt = not tested or not shown. Some of the compounds tested; count on the stated rates, not on these rows.

SMILES | TLR9-MyD88 block | SRC2 inh | MC4R barr agon | NOD2 RIPK2 PPI | Cardio protect | m5-HT2A agonist | MC4R antagonist | ABHD5-PLIN5 inh | N-glyco inh | ABCB6 inh MLPCN
CCn1cc(CNC(=O)c2cc(COc3ccc(F)cc3F)on2)cn1 | -6.3 | 4.3 | -1.8 | 5.4 | -5.5 | -6.7 | -1.7 | -4.3 | 0.0 | 99.0
Cc1cc(NC(=O)CS(=O)(=O)c2cn(Cc3ccccc3Cl)c3ccccc23)no1 | -7.2 | 10.4 | 5.3 | 2.5 | -12.4 | -3.8 | 12.5 | 3.2 | 0.6 | 89.0
O=C(/C=C/c1ccco1)NCCCN1CCOCC1 | -3.3 | -21.9 | -2.4 | -9.7 | 3.8 | -1.7 | -5.8 | -2.6 | -0.2 | 98.0
S=C(NCc1ccccc1)Nc1ccncc1 | 4.0 | 23.1 | -1.3 | -2.5 | -9.8 | 8.7 | -1.6 | -1.9 | 0.2 | 94.0
Cc1c(NC(=S)NC(=O)c2sc3ccccc3c2Cl)cccc1C(=O)O | -7.4 | -54.9 | -1.4 | -3.5 | -11.3 | 3.7 | 1.3 | 4.9 | -4.8 | 93.0
O=C(O)c1c(Cl)cccc1Cl | 1.0 | -11.5 | -2.1 | -3.7 | -1.0 | 3.2 | 5.4 | -0.7 | -1.2 | 100.0
Nc1nnc(SCCCC(=O)c2ccccc2)s1 | 3.7 | -27.9 | 3.3 | -15.3 | -0.4 | -0.3 | -2.4 | 4.8 | -2.3 | 103.0
C/C(=N\OC(=O)c1ccc(F)cc1)c1ccc(F)c(F)c1 | -9.9 | -43.2 | 0.9 | 1.3 | -10.6 | 2.8 | 3.0 | 9.7 | -2.3 | 98.0
O=C(CCc1nc2ccccc2c(=O)[nH]1)Nc1cc(C(F)(F)F)ccc1N1CCCC1 | -0.3 | -10.4 | -0.6 | -9.0 | 8.3 | -4.8 | 4.4 | -9.9 | -2.6 | 97.0
CN1C[C@@H]2[C@@H]3C(=O)N(C)C(=O)[C@@H]3[C@](C)(C1=O)N2C(=O)c1ccc(F)cc1 | -5.6 | -1.4 | -0.8 | -8.7 | -1.2 | 1.6 | -2.1 | -6.0 | 3.4 | 98.0
COCCSc1ccccc1C(=O)Nc1ccc(Cl)cn1 | -2.0 | -2.3 | -1.7 | -3.7 | -2.9 | -3.5 | 0.9 | 0.7 | 0.0 | 104.0
O=C(NCc1ccco1)c1cc(-c2ccc(F)cc2)on1 | -6.6 | -19.1 | 1.3 | -11.0 | 0.6 | 4.5 | -0.4 | 8.5 | 0.2 | 108.0
COc1ccc(NC(=O)Cn2c(C)csc2=O)c(OC)c1 | -7.8 | -11.4 | -1.1 | 3.1 | -0.7 | 5.7 | 6.1 | -3.7 | 4.5 | 96.0
Cc1ccc(NS(=O)(=O)c2c(F)cc(F)c(Cl)c2F)cc1S(=O)(=O)N1CCOCC1 | -17.9 | 16.8 | 0.0 | -9.5 | -3.5 | -1.8 | 11.5 | -11.2 | -0.1 | 99.0
O=C(NCc1cccc(C(F)(F)F)c1)c1ccc2nc([C@@H]3O[C@H](CO)[C@@H](O)[C@H]3O)[nH]c2c1 | nt | -4.2 | -0.8 | -4.0 | -6.5 | 4.6 | 10.0 | -1.7 | 1.8 | 103.0
C[C@]1(C(=O)NCc2cc(F)cc(C(F)(F)F)c2)C=C[C@@H](Cc2ccccc2)N1C(=O)c1ccccc1 | -3.0 | -0.2 | 0.8 | -9.6 | -1.0 | -1.3 | 4.0 | -0.4 | -5.3 | 99.0
O=C(Nc1ccccc1)O[C@@H]1C[C@H]2CCCC(=O)N3CC[C@@H](C1)[C@@H]23 | -8.4 | 2.3 | 1.9 | -6.2 | 2.1 | -7.3 | -2.6 | 5.9 | 0.9 | 98.0
CCN(CC)S(=O)(=O)c1ccc(=O)n(CC(=O)N2CCCc3cc(C)ccc32)c1 | 5.1 | 0.9 | -1.2 | -3.3 | 0.9 | -2.8 | 3.7 | 4.7 | -1.7 | 102.0
Cc1ccccc1/C=C1\C(=O)Nc2ccc(F)cc21 | -12.4 | 19.4 | 4.0 | 6.5 | -8.9 | 2.0 | 10.9 | 3.8 | 2.1 | 99.0
COc1cccc(NC(=O)C2(C)CCN2Cc2ccc3ccccc3c2)c1 (configuration not stated) | nt | 2.5 | 1.9 | -10.0 | -5.2 | -1.2 | 15.7 | -7.0 | 0.4 | 100.0
CCc1ccc(/C=C\C(=O)N2CCc3ccccc3C2)cc1 | -0.6 | -28.6 | 1.1 | 6.0 | -32.1 | -1.9 | -0.2 | -1.1 | 1.1 | 87.0
O=C(Nc1nnc(-c2ccco2)s1)c1ccccc1 | -1.4 | -19.3 | -3.2 | -3.3 | -9.8 | -2.2 | 7.1 | 15.8 | -14.0 | 116.0
OC1CCCN(Cc2ccc3c(c2)Cc2ccccc2-3)C1 (configuration not stated) | 0.5 | -47.4 | -0.6 | -1.4 | 2.6 | -0.7 | -4.5 | 8.5 | -2.2 | 100.0
Cc1nn2c(N3CCN(C)CC3)c3c(nc2c1-c1ccccc1)CCCC3 | nt | -14.5 | -0.6 | -6.0 | 8.2 | -5.7 | -5.7 | 2.3 | 0.3 | 98.0
O=C(NCCc1cccs1)C1CC(c2cccc([N+](=O)[O-])c2)=NO1 (configuration not stated) | -4.1 | -6.0 | 2.4 | -2.2 | 5.5 | -0.3 | -1.4 | -1.2 | -0.1 | 96.0
SMILES | TLR9-MyD88 block | SRC2 inh | MC4R barr agon | NOD2 RIPK2 PPI | Cardio protect | m5-HT2A agonist | MC4R antagonist | ABHD5-PLIN5 inh | N-glyco inh | ABCB6 inh MLPCN
CC(C)Oc1cccc(C(=O)NC(=S)Nc2ccc3c4c(cccc24)CC3)c1 | 0.6 | -5.2 | -3.4 | -6.0 | -9.7 | 3.7 | 4.5 | -4.0 | -1.8 | 203.0
CC(=O)Nc1ccc(O)c(-c2nc3ccccc3s2)c1 | 3.4 | -40.8 | 0.6 | 3.2 | -5.1 | -0.7 | 8.5 | 1.7 | 0.3 | 100.0
C=CCOc1cccc(CNc2cccc(C(=O)O)c2)c1 | 7.9 | -29.1 | 1.1 | -3.2 | 2.9 | 4.8 | -7.2 | 2.9 | 1.3 | 99.0
Cc1ccc(SCc2nnc(N)s2)cc1 | 13.3 | 3.9 | 0.7 | -6.0 | -10.0 | -1.1 | -5.2 | -3.6 | -0.4 | 97.0
CCOC(=O)C[C@H]1c2ccc(C(F)(F)F)cc2S(=O)(=O)N1c1cccc(OC)c1 | 0.1 | -9.9 | 1.8 | 0.5 | -4.6 | -2.8 | 11.1 | -12.3 | -0.3 | 102.0
O=C(COc1ccc(Cl)cc1)Nc1cnn(Cc2c(Cl)cccc2Cl)c1 | 8.0 | -36.3 | 6.3 | 0.0 | -19.5 | 7.0 | -5.5 | 0.3 | -0.8 | 100.0
N#Cc1sc2nc(N3CCCCC3)c3c(c2c1N)CCCC3 | 5.0 | -30.7 | -0.2 | 0.2 | -0.2 | 0.9 | -9.0 | -12.8 | 1.8 | nt
O=C(Cn1ncc2c3ccccc3n(Cc3cccc(Cl)c3)c2c1=O)NCc1ccccn1 | -15.2 | -14.4 | 7.0 | -12.7 | 0.1 | -0.4 | 4.2 | 0.8 | -1.7 | 102.0
CC(C)(CC(=O)O)CC(=O)N1CCCN(c2nc3ccc(Cl)cc3s2)CC1 | 0.6 | -23.6 | 0.6 | -4.5 | 1.2 | -1.5 | 16.4 | 5.4 | -0.6 | 101.0
COc1ccc(C(=O)CC(=O)C(=O)Nc2ccc(C)c(C)c2)cc1 | -6.6 | -30.1 | -1.0 | -10.8 | 5.9 | 0.8 | 1.8 | -2.0 | -0.9 | 100.0
CCC(=O)N(CCC(c1ccc(C)cc1)c1ccco1)Cc1ccco1 (configuration not stated) | 2.5 | 2.5 | 2.9 | -6.3 | -6.8 | -3.0 | -4.8 | 25.5* | -3.3 | 108.0
COCCN(C(=O)c1snc(C(N)=O)c1N)C(C(=O)NC1CCCCC1)c1ccc(OC)c(OC)c1 (configuration not stated) | 3.4 | 10.8 | -0.4 | -5.8 | 5.1 | -1.8 | 2.2 | -1.6 | 1.9 | 103.0
O=C(CSc1ccc2nnc(-c3ccncc3)n2n1)NCC1CCCO1 (configuration not stated) | -3.9 | 4.1 | -1.4 | -2.0 | 4.0 | -2.2 | 2.0 | 1.6 | 1.4 | 102.0
O=C(Cc1ccc(NC(=O)C2CCCN(C(=O)C3CCCCC3)C2)cc1)Nc1cccc(C(=O)N2CCCC2)c1 (configuration not stated) | -8.1 | -16.6 | 1.2 | -2.5 | 8.8 | 10.3 | 4.1 | 5.8 | -0.7 | 106.0
COc1ccc(Nc2nc(C)cc(C)c2C#N)c(OC)c1 | 2.5 | -4.4 | 5.2 | 5.7 | -4.1 | 1.5 | 15.3 | -7.8 | 2.0 | 102.0
CCCCn1c(SCC(=O)Nc2oc(C)c3c(C)n[nH]c(=O)c23)nc2cc(S(N)(=O)=O)ccc21 | 6.5 | 11.2 | -3.1 | 4.0 | -5.0 | -10.5 | 8.6 | -6.9 | 1.8 | 102.0
CC(=O)Nc1ccc2nc(NC(=O)COc3ccc(C)cc3)sc2c1 | 6.3 | -16.8 | 1.3 | -9.7 | -2.2 | 0.9 | -0.9 | 12.5 | -1.1 | 102.0
COc1ccc(Cl)cc1NC(=O)C1Cc2cc(S(=O)(=O)N3CCCC3)ccc2N1C(C)=O (configuration not stated) | 3.0 | 1.8 | -0.8 | 3.8 | 4.8 | -2.7 | -3.1 | 9.4 | 0.2 | 101.0
COC(=O)C1CCN(C(=O)CSc2ccccc2)CC1 | 14.7 | -15.2 | 0.3 | -9.6 | 0.2 | 8.8 | 2.4 | 4.2 | 0.2 | 101.0
COc1ccccc1CNC(=O)COC(=O)c1cc(=O)c2ccccc2o1 | -0.6 | -1.4 | 0.3 | -6.8 | 3.8 | 2.6 | -0.9 | -5.4 | -0.4 | 95.0
COc1cc2c(cc1OC)CN(S(=O)(=O)c1cccs1)CC2 | -17.9 | -20.3 | -0.6 | 1.2 | -4.7 | 0.1 | 14.2 | 2.4 | -1.2 | 104.0
COc1cccc(OCC(O)CO)c1 (configuration not stated) | -15.7 | -11.6 | -0.2 | 7.5 | 0.6 | 4.3 | 0.6 | -3.2 | 1.8 | 99.0
O=C(N/C(=C/c1cccnc1)C(=O)N1CCCCCC1)c1ccccc1 | -0.6 | 18.2 | 1.7 | -16.8 | -7.0 | 6.3 | 5.8 | 5.0 | 3.3 | 92.0
O=C(NC1CCN(S(=O)(=O)c2cccc([N+](=O)[O-])c2)CC1)C1CCCCC1 | 0.4 | -0.8 | -0.8 | 6.8 | 2.4 | 2.0 | 4.2 | 2.4 | 0.4 | 99.0
